Assay outcomes from PubChem BioAssay.
PLAP inhibition: inhibition of human placental alkaline phosphatase – biochemical, luminescence, HTS (AID 690) | one-dose inhibition, % at 20 µM; IC50 in µM for titrated hits | actives 0.08% (n = 96,000) | purified PLAP, luminescent substrate; higher % means a stronger effect; in the data active means a potency from the dose series; inactive means the rest, 99 in 100 with inhibition below about 30%; further: strong numbers were not always called active
MRP reversal: compounds reversing MRP-mediated drug resistance; H69AR cells + 2 uM doxorubicin, CellTiter-Glo, 72 h; differential viability (reversal), % at 10 µM; actives 0.04% (n = 85,000);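 active means viability drop by adding the cancer drug above about 55%, with treated viability meeting a 40% cutoff, limit read from the data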;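 further: viability without doxorubicin minus viability with 2 µM doxorubicin for each compound; larger differential means the compound sensitizes cells more to doxorubicin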
NFkB transloc inh: blocks IL-1B driven NFkB nuclear translocation in HUVEC cells; actives 0.43% (n = 94,000); inhibition, % at 2 µM; HUVEC IL-1B NFkB p65 nuclear translocation imaging;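 active means inhibition above about 30% together with a positive call from visual inspection of the well image, limit read from the data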;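 further: nuclear over cytoplasmic p65 intensity ratio measured by imaging; 0% = IL-1B stimulated DMSO wells and 100% = unstimulated DMSO wells; values of inactives mirror those of a sister screen read the other way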
NFkB transloc pot: enhances IL-1B driven NFkB nuclear translocation; HUVEC IL-1B NFkB p65 nuclear translocation imaging; activation, % at 2 µM; actives 0.3% (n = 94,000);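 active means activation above 40%, about the mean plus 3 SD, also judged a hit on visual image review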;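 further: percent activation is computed from the nuclear over cytoplasmic p65 intensity ratio; values of inactives mirror those of a sister screen read the other way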
Bcl-B TR3 displacers: displacers of TR3 peptide from Bcl-B, primary screen, selectivity assay for Bfl-1 inhibitor project, biochemical, fluorescence polarization | FP displacement of FITC-TR3 peptide from Bcl-B; higher % means a stronger effect | displacement, % at 20 µM; hits with a dose series show IC50 in µM | actives 0.11% (n = 96,000);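 active means displacement above 50% at 20 µM plus a fluorescence interference ratio under 1.5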;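 further: plate controls were wells without compound for no effect and wells lacking Bcl-B protein for full effect; a part of the inactive calls stands beside numbers as strong as those of hits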
MRP reversal cytotoxicity: recorded beside MRP reversal, whose call it bears; viability, %; H69AR cells, CellTiter-Glo, 72 h; measured here: cytotoxicity without doxorubicin
MRP reversal with doxorubicin: also measured in MRP reversal; calls as there; viability, %; measured here: viability with 2 uM doxorubicin; hits give low values
NFkB transloc inh cell count 2 µM: also measured in NFkB transloc inh; calls as there; cell count; measured here: cells passing quality filter;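 raw number of nuclei counted in each imaged well without normalization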
NFkB transloc pot cell count 2 µM: also measured in NFkB transloc pot; calls as there; cell count; measured here: cells passing quality filter
The depositor's hits bear a star; x = not tested or not shown. A portion of the library. The share of hits here may be higher or lower than overall.

SMILES | PLAP inhibition | MRP reversal | MRP reversal cytotoxicity | MRP reversal with doxorubicin | NFkB transloc inh | NFkB transloc inh cell count 2 µM | NFkB transloc pot | NFkB transloc pot cell count 2 µM | Bcl-B TR3 displacers
Cc1cc(C(F)F)n2ncc(C(=O)N3CCc4ccccc4C3)c2n1 | -34% | 15 | 94 | 79 | -32 | 108 | 33 | 108 | -7%
Cc1ccc(S(=O)(=O)CCc2ccccn2)cc1 | 5% | -2 | 97 | 99 | -5 | 120 | 5 | 120 | -9%
CCOc1c(S(=O)(=O)N2CCCC2)ccc(Cl)c1Cl | -29% | 11 | 63 | 52 | 4 | 99 | -4 | 99 | 1%
O=C(O)/C=C/c1ccc2ccccc2n1 | x | -29 | 53 | 81 | -9 | 77 | 9 | 77 | x
O=c1cc(CSc2nnc(COc3ccc(Cl)cc3)o2)c2ccccc2[nH]1 | 10% | 9 | 79 | 70 | 8 | 160 | -8 | 160 | -2%
COc1ccc(-n2ncc3c(=O)n(CC(=O)N4c5ccccc5CC4C)cnc32)cc1 (centres undefined) | x | -2 | 85 | 86 | -3 | 146 | 3 | 146 | x
Cc1cccc(NC(=O)CN(C)S(=O)(=O)c2cccc3cccnc23)c1 | 22% | -2 | 91 | 94 | -3 | 187 | 3 | 187 | -3%
COc1ccc(OC)c(Nc2nc(-c3sc(NC(=O)c4ccccc4)nc3C)cs2)c1 | -22% | x | x | x | 2 | 153 | -2 | 153 | -7%
O=C(NCc1ccccn1)c1coc(=O)c(Br)c1 | -32% | x | x | x | -4 | 140 | 4 | 140 | 1%
CN(C)C(=O)CSc1nnc(-c2cnccn2)n1C | x | 1 | 91 | 90 | -16 | 118 | 17 | 118 | x
CCOC(=O)N1CCN(Cc2nc(N)nc(Nc3ccc(C)cc3)n2)CC1 | -65% | 2 | 74 | 72 | -22 | 157 | 22 | 157 | 10%
COc1ccc(C(=O)NN2C(=O)C3CCC(C)(C2=O)C3(C)C)cc1 (centres undefined) | 6% | x | x | x | 6 | 162 | -6 | 162 | -8%
Cc1noc(/C=C/N(C)C)c1S(=O)(=O)N1CCN(c2ccccc2)CC1 | 2% | 14 | 92 | 78 | x | x | x | x | -2%
Cc1cccc(Cn2c(C(C)O)nc3ccccc32)c1 (centres undefined) | 9% | x | x | x | 21 | 83 | -21 | 83 | -10%
CCC(=O)N1CCc2cc(S(=O)(=O)NCCC(=O)N3CCN(Cc4ccccc4)CC3)ccc21 | -23% | 4 | 86 | 82 | -6 | 192 | 6 | 192 | 8%
Cc1cc(C)nc(SCCn2c(N3CCC(C)CC3)nc3c2c(=O)n(C)c(=O)n3C)n1 | -32% | -6 | 80 | 86 | x | x | x | x | 3%
CCCc1cc(=O)n2[nH]c(-c3ccc(Br)cc3)cc2n1 | x | -32 | 42 | 74 | -15 | 170 | 15 | 170 | x
Cc1ccccc1OC(=O)n1c(=S)oc2cc(Cl)ccc21 | -13% | x | x | x | -1 | 158 | 1 | 158 | -7%
O=C(Nc1cc(=O)c2ccccc2o1)N1CCOCC1 | 14% | -6 | 82 | 88 | 4 | 177 | -4 | 177 | 3%
Cc1nc(NCc2ccco2)c2c3c(sc2n1)CCC3 | -8% | -16 | 47 | 63 | -7 | 205 | 7 | 205 | -10%
CCCCn1c(=O)[nH]c(=O)c2c1nc(-c1ccc(-c3ccccc3Br)o1)n2CC | 9% | x | x | x | -23 | 177 | 17 | 143 | -109%
Cc1ccc(NC(=S)NNC(=O)c2c([N+](=O)[O-])c(C)nn2C)cc1 | -150% | x | x | x | 3 | 139 | -3 | 139 | -11%
CCCN1C2=NCCN2c2cc(C)c(C)cc21 | 6% | x | x | x | -9 | 183 | 9 | 183 | 0%
COc1ccccc1N1CCN(C(=O)c2cc(-c3ccc(Cl)cc3)on2)CC1 | 2% | -10 | 92 | 102 | 44* | 91* | -44 | 91 | 1%
COc1ccc(NC(=O)c2cc3c(=O)n(C)c4ccccc4c3n2C)cc1OC | -47% | -2 | 97 | 99 | 5 | 189 | -5 | 189 | -10%
CC/C(O)=C(/C#N)c1nnc2n1CCCCC2 | x | 0 | 96 | 96 | -16 | 173 | 16 | 173 | x
Cc1nc2cc(-c3ccccc3)nn2c(C)c1CCC(=O)N1CCN(c2ccccc2)CC1 | -59% | x | x | x | 3 | 211 | -3 | 211 | 10%
CCN1CCN(S(=O)(=O)c2ccc3c(c2)OCCO3)CC1 | 3% | 15 | 93 | 78 | 1 | 196 | -1 | 196 | 5%
CC1CCN(S(=O)(=O)c2ccc(F)c(C(=O)O)c2)CC1 | 8% | 8 | 102 | 93 | 5 | 134 | -5 | 134 | 1%
NC(=O)COc1ncn(-c2ccccc2)n1 | -3% | -5 | 98 | 104 | -16 | 192 | 16 | 192 | -3%
COCCn1c(SCC(=O)Nc2ccc(Cl)cn2)nc2ccccc21 | 28% | 20 | 109 | 88 | -14 | 188 | 14 | 188 | -17%
CCCCNC(=O)c1sc(=S)n(-c2ccccc2OC)c1N | -13% | 8 | 94 | 87 | 10 | 173 | -10 | 173 | 4%
COc1ccc(C2CCCN2C(=O)Nc2cccc(C(C)=O)c2)cc1OC (centres undefined) | -9% | 4 | 85 | 81 | x | x | x | x | -4%
Cn1c(SCC(=O)Nc2nccs2)nnc1C12CC3CC(CC(C3)C1)C2 | -12% | -3 | 76 | 79 | -6 | 117 | 6 | 117 | -2%
Cc1c(C(=O)N2CCN(c3ccccn3)CC2)sc2ncnc(N3CCN(c4ccccc4)CC3)c12 | x | -2 | 72 | 74 | -17 | 149 | 17 | 149 | x
Cc1cc(C)n(C(C[N+](=O)[O-])c2ccc(Cl)cc2)n1 (centres undefined) | -54% | x | x | x | -11 | 214 | 11 | 214 | 0%
Cc1c(NC(=S)N/N=C/c2cccc(O)c2)c(=O)n(-c2ccccc2)n1C | -11% | x | x | x | 1 | 130 | -1 | 130 | -4%
O=C1Nc2c(c(=O)[nH]c(=O)n2-c2ccccc2)C(C(F)(F)F)(C(F)(F)F)N1 | 21% | -6 | 82 | 88 | 12 | 142 | -12 | 142 | -12%
CN1CCN(C(=O)c2ccccc2N(Cc2ccccc2)S(C)(=O)=O)CC1 | -54% | -5 | 88 | 93 | -19 | 103 | 19 | 103 | 1%
C=CCOc1c(Br)cc(CNn2nnnc2N)cc1OCC | 4% | 0 | 79 | 79 | -22 | 138 | 22 | 138 | 4%
CCN(CC)CCNC(=O)c1ccc2c(=O)n(CCc3ccccc3)c(=O)[nH]c2c1 | -26% | x | x | x | 2 | 157 | -2 | 157 | 4%
Clc1ccc2nc(N3CCN(c4ccccc4)CC3)sc2c1 | x | 1 | 107 | 106 | -9 | 157 | 9 | 157 | x
COc1cc(C2C3=C(CC(C)(C)CC3=O)N(C)C(=O)N2C)cc(OC)c1OC (centres undefined) | -30% | 6 | 101 | 95 | 5 | 115 | -5 | 115 | -1%
O=C(Nc1ccc(Br)cc1Cl)c1cnccn1 | -19% | 2 | 98 | 96 | x | x | x | x | 10%
O=C(Nc1ccc(N2CCOCC2)cc1)c1cn2ccccc2n1 | 10% | x | x | x | 2 | 150 | -2 | 150 | 0%
CN(C)S(=O)(=O)c1ccc(-c2cn3ccccc3n2)cc1 | 12% | 5 | 111 | 107 | -12 | 158 | 12 | 158 | 1%
Cc1cccc(NC(=S)N/N=C/c2ccc(Cl)c([N+](=O)[O-])c2)c1 | 6% | x | x | x | -13 | 171 | 13 | 171 | 0%
Cc1sc2ncnc(SCC(=O)NC3CC3)c2c1C | 3% | x | x | x | 0 | 149 | 0 | 149 | 1%
COc1ccc(-c2csc3nc(C)n(-n4cccc4)c(=O)c23)cc1 | -2% | 12 | 84 | 72 | 6 | 86 | -6 | 86 | 5%
CCN(CC)CCCNc1nc(-c2ccccc2)nc2ccccc12 | x | -4 | 77 | 80 | 2 | 122 | -2 | 122 | x
COc1ccc(NS(=O)(=O)c2cc(C)ccc2OC)cc1OC | -14% | -7 | 97 | 104 | -3 | 124 | 3 | 124 | -10%
CCOC(=O)C1=C(C)OC(N)=C(C#N)C1c1cc(Cl)c(OCC(N)=O)c(OC)c1 (centres undefined) | 0% | -12 | 68 | 79 | -8 | 93 | 8 | 93 | -10%
C=CCn1c(Cc2csc(N)n2)nnc1SCc1ccc(C(=O)OC)cc1 | -4% | -6 | 73 | 80 | 2 | 173 | -2 | 173 | -5%
Cc1c(NC(=O)c2coc(=O)c(Br)c2)c(=O)n(-c2ccccc2)n1C | -6% | -1 | 3 | 4 | -5 | 66 | 5 | 66 | -4%
Cn1c(=O)c2c(nc(Br)n2CCCc2ccccc2)n(C)c1=O | -2% | 4 | 86 | 82 | 6 | 51 | -4 | 51 | 4%
CN1CC=C2C(C#N)=C(N)C(C#N)(C#N)[C@H](c3cccs3)[C@H]2C1 | x | -13 | 35 | 47 | 2 | 152 | -2 | 152 | x
CCOC(=O)CC1C(=O)NCCN1C(=O)c1c(F)cccc1F (centres undefined) | -5% | -12 | 87 | 99 | 2 | 200 | -2 | 200 | -7%
Cc1oc(C(=O)O)cc1COc1ccccc1Cl | -20% | -2 | 98 | 100 | 2 | 139 | -2 | 139 | -4%
CCCCCOC(=O)C1[C@H]2C(=O)N(Cc3cccs3)C[C@]23C=C[C@H]1O3 (some centres undefined) | -28% | 7 | 88 | 81 | 4 | 133 | -4 | 133 | 2%
COc1ccc(N2C(=O)CN=C2Nc2nc(C)cc(C)n2)cc1 | -134% | 8 | 99 | 91 | 20 | 92 | -20 | 92 | -9%

Record cards (already shown). Values in the order: PLAP inhibition | MRP reversal | MRP reversal cytotoxicity | MRP reversal with doxorubicin | NFkB transloc inh | NFkB transloc inh cell count 2 µM | NFkB transloc pot | NFkB transloc pot cell count 2 µM | Bcl-B TR3 displacers
`CCOC(=O)CC1C(=O)NCCN1C(=O)c1c(F)cccc1F` (centres undefined) as listed: -5% | -12 | 87 | 99 | 2 | 200 | -2 | 200 | -7%
`COc1ccc(N2C(=O)CN=C2Nc2nc(C)cc(C)n2)cc1` as listed: -134% | 8 | 99 | 91 | 20 | 92 | -20 | 92 | -9%
`COc1ccc(-c2csc3nc(C)n(-n4cccc4)c(=O)c23)cc1` as listed: -2% | 12 | 84 | 72 | 6 | 86 | -6 | 86 | 5%

More entries
SMILES | PLAP inhibition | MRP reversal | MRP reversal cytotoxicity | MRP reversal with doxorubicin | NFkB transloc inh | NFkB transloc inh cell count 2 µM | NFkB transloc pot | NFkB transloc pot cell count 2 µM | Bcl-B TR3 displacers
O=C(NCCc1ccc(Cl)cc1)c1ncn[nH]1 | 0% | 2 | 104 | 103 | -8 | 94 | 8 | 94 | -7%
COc1ccc(N2CCN(CCNC(=O)Nc3ccc(Cl)cc3)CC2)cc1 | -7% | 21 | 105 | 84 | -1 | 203 | 1 | 203 | 6%
COc1ccc(N2CCN(CCCn3c(=S)[nH]c4ncccc4c3=O)CC2)cc1 | -43% | 33 | 117 | 84 | -10 | 121 | 10 | 121 | 5%
O=C(NC1CCCC1)C1CCCN1C(=O)Nc1ccc(Cl)cc1 (centres undefined) | 22% | -2 | 95 | 97 | 2 | 80 | -2 | 80 | 0%
COc1c2occc2c(OC)c2c(=O)cc(C(F)(F)F)oc12 | 8% | -2 | 91 | 92 | -21 | 87 | 21 | 87 | 8%
O=C1CSC(c2ccc(F)cc2)N1c1nnc(C23CC4CC(CC(C4)C2)C3)s1 (centres undefined) | -2% | x | x | x | 8 | 167 | -8 | 167 | 3%
O=C(C1CC(=O)N(C2CCCC2)C1)N1CCC(Cc2ccccc2)CC1 (centres undefined) | -42% | 30 | 90 | 60 | -10 | 187 | 10 | 187 | -8%
C=CCNC(=O)C1CC=CCC1C(=O)O (centres undefined) | 8% | -3 | 83 | 86 | -6 | 44 | 6 | 44 | -3%
COC(=O)COc1cccc2c(=O)n(CC(=O)N3CCCc4ccccc43)ccc12 | -43% | 12 | 99 | 87 | -29 | 170 | 29 | 170 | -6%
